# Assay outcomes as filed in PubChem BioAssay.
# CHRM4 PAM = human M4 muscarinic receptor positive allosteric modulators, primary screen, CHO-K1 cells, Fluo-8 calcium fluorescence; AID 624126, 2012; CHO-K1 hM4/Gqi5, ACh EC20; 0% = ACh EC20, 100% = maximal ACh; hit rate 0.4% among 360,000; activation, % at 3 µM; Muscarinic acetylcholine receptor M4 (Homo sapiens), P08173;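 active = activation above its plate's cutoff, the mean activation of sample wells plus 3 SD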; also: some results filed as inactive read as strong as hits
# IDE cell activ = human IDE activators in live cells, primary screen, fluorescence polarization, HEK cells, FAbeta-B substrate | hit rate 0.073% among 340,000 | activation, % at 5.96 µM | AID 493087, 2011 | FAbeta-B cleavage; 0% vehicle, 100% cell-free pure enzyme wells | Insulin-degrading enzyme (Homo sapiens), P14735;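 active = activation above the mean of all tested compounds plus 3 SD, set per screening campaign, cut at about 17% in these data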
# IDE cell inh = human IDE inhibitors in live cells, primary screen, fluorescence polarization, HEK cells, FAbetaB substrate | FAbetaB cleavage | inhibition, % at 5.59 µM | hit rate 0.41% among 320,000;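 active = percent inhibition above the average of all tested compounds plus 3 SD, set per screening campaign, cut at about 16% in these data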;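 also: IDE supplied by intact live HEK cells; FP after avidin binding of uncleaved biotin substrate so inhibition keeps polarization high; 0% = DMSO wells and 100% = 60 µM reference IDE inhibitor Ii1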
# pCIP destab = p/CIP-EGFP fusion destabilizers, primary screen, fluorescence, F442A cells. Q05BA5. 16 h. decrease of EGFP signal, % at 10 µM. hit rate 0.01% among 290,000;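 active = EGFP signal decrease of at least 30% at 10 µM or well 3 SD below plate mean, unless failing retest; inactive = the rest, including hits failing retest or dose response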; also: some compounds called inactive have numbers as strong as hits; many of its hits are not listed in these tables
# MEKK3 PB1 HTS = modulators of MEKK3-MEK5 PB1 binding, primary screen, biochemical, wildtype MEKK3, multiplex bead flow cytometry, Alexa488-MEK5 | AID 1529, 2009 | bead-based flow cytometry, Alexa488-MEK5 binding to MEKK3; actives lie on both sides; 0 = blocked by unlabeled MEK5, 100 = vehicle | binding response (% of control), % at 10 µM | hit rate 1.4% among 290,000;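 active = binding response more than 3 SD above or below the average of its plate-row segment, actives on both sides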;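 also: Alexa488 bead fluorescence after subtracting the streptavidin-only scavenger bead signal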
# Target sequence (Q99759 whole entry, looked up): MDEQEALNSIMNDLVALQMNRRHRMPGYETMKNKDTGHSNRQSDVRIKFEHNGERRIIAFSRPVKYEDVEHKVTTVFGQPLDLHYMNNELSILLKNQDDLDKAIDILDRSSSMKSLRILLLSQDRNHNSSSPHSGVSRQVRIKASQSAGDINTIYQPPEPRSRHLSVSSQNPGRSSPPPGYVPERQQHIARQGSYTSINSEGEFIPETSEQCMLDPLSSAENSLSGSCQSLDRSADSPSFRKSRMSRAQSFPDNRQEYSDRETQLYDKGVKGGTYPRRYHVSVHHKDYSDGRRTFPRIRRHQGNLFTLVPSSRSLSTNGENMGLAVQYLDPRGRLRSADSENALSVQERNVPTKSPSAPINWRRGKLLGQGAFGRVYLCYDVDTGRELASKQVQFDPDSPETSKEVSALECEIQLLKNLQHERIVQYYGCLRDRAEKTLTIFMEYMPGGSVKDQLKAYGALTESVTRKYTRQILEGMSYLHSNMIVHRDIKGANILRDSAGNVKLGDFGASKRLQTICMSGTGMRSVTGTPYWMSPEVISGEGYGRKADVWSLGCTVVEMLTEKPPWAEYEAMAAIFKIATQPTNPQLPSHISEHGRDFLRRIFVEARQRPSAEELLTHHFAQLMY
# CRFR2-BP antag = antagonists of CRF-BP/CRF-R2 complex, primary screen, cell-based, HEK293, calcium dye fluorescence, uHTS. CRF-induced calcium fluorescence. inhibition, % at 11.8 µM. hit rate 0.59% among 350,000. AID 588475, 2011;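 active = inhibition of the ligand-induced calcium signal above about 50% at the single tested concentration, limit read from the data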
# GalR3 antagonist = GalR3 antagonists in HEK293 cells, primary screen, cell-based, fluorescence readout. inhibition, % at 3 µM. hit rate 0.44% among 360,000. AID 651719, 2012. HEK293 GalR3-CNG cAMP membrane potential fluorescence; galR3 body fused to GalR1 C-terminus;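 active = inhibition above the screen-wide average plus 3 SD, cut at about 13% in these data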;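 also: forskolin and galanin both at EC90 stimulate the cells; cAMP rise reported by CNG channel membrane potential dye signal; 0% = forskolin plus galanin with DMSO and 100% = forskolin alone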
# Target sequence (O60755 1-299 limits assumed): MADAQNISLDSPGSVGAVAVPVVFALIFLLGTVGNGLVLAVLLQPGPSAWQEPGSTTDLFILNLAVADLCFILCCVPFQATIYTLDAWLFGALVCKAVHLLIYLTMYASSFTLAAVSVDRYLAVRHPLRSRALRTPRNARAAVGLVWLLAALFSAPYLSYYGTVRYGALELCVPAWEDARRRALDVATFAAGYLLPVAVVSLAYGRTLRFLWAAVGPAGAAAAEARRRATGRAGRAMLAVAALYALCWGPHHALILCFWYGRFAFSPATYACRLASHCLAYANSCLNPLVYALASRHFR
# CRFBP-R2 agonist = agonists of CRF-BP/CRF-R2 complex, primary screen, cell-based, HEK293, calcium dye fluorescence, uHTS; CRF-binding protein / CRF receptor 2 complex (human); calcium dye fluorescence (FLIPR); percent of saturating CRF peptide response; activation, % at 13.2 µM; hit rate 0.46% among 350,000; AID 588473, 2011;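 active = activation of at least 50%, plus an integration ratio under a set limit after plate pattern correction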;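 also: plate controls were neutral control wells without compound for no effect and CRF at EC100 for full effect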
# PHOSPHO1 block = PubChem AID 1565; inhibition, % at 13.3 µM; Phosphoethanolamine/phosphocholine phosphatase (Homo sapiens), Q8TCT1; recombinant PHOSPHO1, absorbance phosphatase assay; hit rate 1.1% among 290,000; in the data active = inhibition above about 60%
# An asterisk follows results filed as active; nt = not tested or not shown. Compounds were not picked by outcome (roughly 4.2% active in at least one column).
CRFR2-BP antag	IDE cell inh	MEKK3 PB1 HTS	pCIP destab	PHOSPHO1 block	IDE cell activ	CRFBP-R2 agonist	GalR3 antagonist	CHRM4 PAM	SMILES
-3.6	-2.4	106.0	-3.5	-42.5	1.4	1.6	-6.8	-6.3	O=C(CSc1nnc(COc2ccccc2)n1-c1ccccc1)c1cccs1
3.2	1.5	103.0	-3.1	23.7	0.3	2.8	-8.6	-7.2	CCn1cnc2c1c(=O)n(Cc1cccc(Br)c1)c(=O)n2Cc1ccccc1
1.5	2.2	88.0	4.5	6.4	7.5	-0.4	-3.5	1.6	NC(=O)C1CC(=O)N(c2ccc(OCc3ccccc3Cl)cc2)C1 (centres undefined)
-5.7	6.7	100.0	-3.1	17.9	-3.2	-0.7	6.5	-4.4	CC(C)c1ccc(OCc2ccc(C(=O)NN3CCN(C)CC3)o2)cc1
-17.9	3.8	101.0	-9.0	16.6	6.6	-0.6	-4.5	1.2	C/C(=N\N=c1/sc2ccccc2n1C)c1ccc(N2CCOCC2)cc1
-3.4	7.2	102.0	3.1	22.1	-0.8	-4.6	-3.2	5.3	CC(=O)Nc1ccc2nc(SCC(=O)O)sc2c1
-4.6	-2.3	nt	nt	nt	3.7	0.0	-3.1	4.9	COc1cccc(NC(=O)CN(C)C(=O)c2ccc3c(c2)C(=O)N(CCC(C)C)C3=O)c1
-15.8	7.9	102.0	4.7	-2.7	-1.3	0.9	0.3	10.2	O=C(c1cccc(Cl)c1)N1CCCC(c2ccc(Cl)cc2)=N1
22.6	4.9	100.0	-15.3	12.6	0.9	-0.6	-0.9	-4.1	CC(=O)N1c2ccc(S(=O)(=O)N3CCC(C(=O)N4CCCC(C)C4)CC3)cc2CC1C (centres undefined)
-2.9	1.2	nt	nt	nt	1.8	2.0	-3.8	1.8	O=C(NNC(=O)C1CC1)c1ccc(F)cc1F
27.6	1.0	100.0	-1.6	44.9	-5.0	-0.5	-4.7	-2.3	COc1ccccc1CNC(=O)c1cc(C)nc2ccccc12
5.0	-1.0	nt	nt	nt	0.9	0.7	-6.9	-0.1	COc1ccc(C(CNC(=O)CCC(=O)c2ccc(C)s2)N2CCOCC2)cc1 (centres undefined)
-14.6	4.8	108.0	3.0	29.0	2.5	6.0	-8.0	-1.0	O=C(Nc1ccc(Cl)cc1Cl)c1ccc(Br)o1
5.3	-0.2	100.0	-1.1	29.1	3.3	-2.9	-0.8	-1.7	CS(=O)(=O)N(CC(=O)N1CCN(Cc2ccccc2)CC1)c1ccccc1F
11.1	-6.5	72.0	-7.3	6.9	-1.9	0.5	-3.7	6.1	COc1ccccc1CNC(=O)C1CCCN(S(C)(=O)=O)C1 (centres undefined)
10.4	3.5	97.0	-3.8	-3.4	-1.6	0.9	-3.2	1.9	COc1ccc(CCc2nnc(CCC(=O)NCc3cc(C(C)C)no3)o2)cc1
13.9	2.4	96.0	-20.6	24.8	-0.2	-1.5	-3.7	-3.2	CCC(C)NS(=O)(=O)c1ccc(NC(=O)C2CCCO2)cc1 (centres undefined)
-2.9	3.4	102.0	-3.3	6.7	2.3	0.0	2.8	6.0	CC(=O)Nc1cccc(C(=O)NC(C)c2ccc(S(N)(=O)=O)cc2)c1 (centres undefined)
5.7	-1.5	96.0	-6.8	-11.4	5.1	4.1	-6.7	0.1	CC(C)C(=O)Nc1ccc(C(=O)NNC(=O)NC2CCCCC2)cc1
-8.6	6.5	108.0	-4.7	22.6	1.0	-4.6	-3.5	-6.6	CCOC(=O)c1sc(NC(=O)c2ccoc2C)c(C(N)=O)c1C
-0.8	-1.4	103.0	-9.8	49.4	2.9	-1.3	-5.2	2.1	O=C(O)c1ccccc1-c1cn2cc(Cl)ccc2n1
-7.2	1.4	111.0	-17.4	11.7	-3.1	2.9	-3.1	3.6	CCn1cc([N+](=O)[O-])c(C(=O)Nc2cc(C)on2)n1
23.3	-1.0	106.0	-2.5	nt	-1.9	-1.0	-11.0	6.7	Cc1ccc(S(=O)(=O)NN2C(=O)/C(=C/c3cccc(F)c3)SC2=S)cc1
-3.8	-0.5	97.0	-9.2	-13.2	-4.3	3.9	-5.4	-6.2	Cc1ccc(-n2c(SCC(=O)N3CCCc4ccccc43)nnc2-c2cccnc2)c(C)c1
3.6	1.9	94.0	0.5	-6.6	3.1	0.0	-2.3	-1.7	COc1ccc(C(=O)c2ccc(N3CCN(C4CC(=O)NC4=O)CC3)cc2)cc1F (centres undefined)

# Three entries already listed, arranged by length of the SMILES, rising.
CRFR2-BP antag	IDE cell inh	MEKK3 PB1 HTS	pCIP destab	PHOSPHO1 block	IDE cell activ	CRFBP-R2 agonist	GalR3 antagonist	CHRM4 PAM	SMILES
1.5	2.2	88.0	4.5	6.4	7.5	-0.4	-3.5	1.6	NC(=O)C1CC(=O)N(c2ccc(OCc3ccccc3Cl)cc2)C1 (centres undefined)
-5.7	6.7	100.0	-3.1	17.9	-3.2	-0.7	6.5	-4.4	CC(C)c1ccc(OCc2ccc(C(=O)NN3CCN(C)CC3)o2)cc1
23.3	-1.0	106.0	-2.5	nt	-1.9	-1.0	-11.0	6.7	Cc1ccc(S(=O)(=O)NN2C(=O)/C(=C/c3cccc(F)c3)SC2=S)cc1

# (further entries)
CRFR2-BP antag	IDE cell inh	MEKK3 PB1 HTS	pCIP destab	PHOSPHO1 block	IDE cell activ	CRFBP-R2 agonist	GalR3 antagonist	CHRM4 PAM	SMILES
0.2	-1.3	nt	nt	nt	7.0	-1.4	-3.0	-19.0	O=C(N/N=C\c1ccccn1)c1cccc(C(=O)N/N=C\c2ccccn2)n1
-10.6	-2.3	90.0	0.1	1.5	2.0	4.2	-2.7	1.2	CCC(C)Nc1nc(OC(C(F)(F)F)C(F)(F)F)nc(OC(C(F)(F)F)C(F)(F)F)n1 (centres undefined)
17.0	0.2	81.0	0.0	1.8	5.6	0.6	2.9	12.7	CCCCC(=O)Nc1cc(NC(=O)CCCC)cc(C(=O)O)c1
-7.5	0.2	100.0	3.2	0.9	-7.2	-1.1	-2.7	0.2	Cc1cnc(NC(=O)CCCSc2nc3ccccc3s2)s1
32.5	-7.0	nt	nt	nt	4.2	-1.5	-7.9	3.9	COc1ccccc1N(CC(=O)N1CCCC1)S(=O)(=O)c1cc([N+](=O)[O-])ccc1Cl
9.4	-5.1	95.0	-14.9	10.0	nt	-0.9	-0.2	9.1	Nc1nc2nonc2nc1N
-3.7	-0.3	78.0	-3.9	-74.6	-0.1	3.1	-3.4	7.9	O=C(COc1ncnc2ccccc12)N1CCN(S(=O)(=O)c2ccccc2)CC1
-7.9	-3.3	105.0	-2.6	37.0	5.3	1.1	-5.5	-2.7	O=C(Nc1ncc(S(=O)(=O)c2ccc([N+](=O)[O-])cc2)s1)c1cccnc1
-9.9	1.2	103.0	-7.5	20.1	1.0	0.7	5.0	-1.5	CCOC(=O)Cc1csc(SCC(=O)/C(C#N)=C(\C)N)n1
8.0	3.4	94.0	-19.7	38.7	1.3	-1.9	-5.8	-2.0	Fc1ccc(Nc2ccc(-c3ccc(F)cc3)nn2)cc1
0.1	-2.3	101.0	-6.3	25.4	0.0	2.0	nt	1.2	Cc1ccc2c(cnn2C(=O)CCC(=O)NCc2cccc(Cl)c2)c1
-46.4	3.5	109.0	-1.8	10.1	7.1	7.0	nt	6.5	COc1ccc(OC)c2sc(NC(=O)CCSc3ccccc3)nc12
17.1	8.4	99.0	-3.8	49.8	11.5	-1.4	-6.1	18.5	COc1ccc(N(CC(=O)O)S(=O)(=O)c2ccc(C)cc2)cc1Cl
-22.2	7.8	98.0	-16.7	-3.0	-2.2	2.9	-4.8	4.3	Oc1ccc(Cl)cc1N=Cc1sc2ccccc2c1Cl
-8.2	7.5	86.0	-7.9	-18.9	3.3	-0.8	-2.7	-3.8	CC(OC(=O)c1cccc(S(=O)(=O)Nc2cccc(C(F)(F)F)c2)c1)C(=O)Nc1ccc2c(c1)OCCO2 (centres undefined)
2.0	1.5	99.0	0.9	30.1	0.7	0.0	-3.7	0.2	O=C(Cc1ccsc1)NCc1ccccc1F
6.4	9.2	99.0	-17.2	31.2	-6.3	0.2	-4.5	6.6	Cc1ccc([N+](=O)[O-])cc1N(CC(=O)NCC1CCCO1)S(C)(=O)=O (centres undefined)
-13.3	3.3	101.0	-13.4	9.5	1.7	-0.8	-5.8	-0.3	COc1cccc(C(=O)NCCC2=CCCCC2)c1
-3.7	3.5	85.0	4.4	37.1	3.1	2.3	2.7	-4.5	COc1ccc(/C=N\NC(=O)C2COc3ccccc3O2)cc1O (centres undefined)
-26.2	-0.6	100.0	-6.6	-150.9	-2.7	1.7	-8.4	-14.7	c1ccc(-c2ccccc2OCCCN2CCCCCC2)cc1
-10.7	-2.6	139.0*	-8.5	5.7	2.5	1.1	-2.1	-1.7	Cn1c(CC(=O)Nc2ccccc2)c(Sc2ccccc2)c2ccccc21
-1.1	-3.5	103.0	-6.3	-150.6	1.2	-0.8	-3.9	-1.6	COc1ccc(CCn2c(-c3ccncc3)n[nH]c2=S)cc1OC
-14.4	2.6	107.0	-10.0	-4.4	-4.2	0.2	-1.0	2.9	Cc1ccc(Nc2nc(NCCCN3CCOCC3)nc(N)c2[N+](=O)[O-])cc1
-1.8	0.4	nt	nt	nt	4.2	-1.7	0.6	4.2	O=C(NCCC1CCCCN1S(=O)(=O)c1ccccc1)C(=O)NCc1ccccn1 (centres undefined)
-6.6	-3.1	104.0	1.0	69.6*	4.3	1.6	-3.7	1.2	CCn1c(SCC(=O)N/N=C/C(C)=C/c2ccco2)nnc1-c1ccccc1
19.1	4.4	108.0	-12.2	39.5	-17.8	-0.8	-3.8	-3.0	Cc1nc(C)c(-c2csc(Nc3cccc(O)c3)n2)s1
-1.2	nt	nt	nt	nt	-1.5	0.1	-2.0	2.1	COc1cccc(NC(=O)c2ccc(NS(=O)(=O)c3cccs3)cc2)c1
3.2	-2.0	nt	nt	nt	3.7	4.4	-7.7	8.2	Cc1c(O[C@@H]2O[C@H](CO)[C@@H](O)[C@H](O)[C@H]2O)c(CO)c(O[C@@H]2O[C@H](CO)[C@@H](O)[C@H](O)[C@H]2O)c2c1O[C@@H](c1ccccc1)C[C@@H]2O
2.8	1.1	102.0	-9.8	24.2	2.9	0.4	0.7	-6.0	CCn1ncc(Br)c1C(=O)Nc1ccc(C(C)C)cc1
1.9	3.4	nt	nt	nt	-8.2	-2.5	-2.8	-12.6	COc1cc(-c2ccc3oc(-c4ccsc4)cc(=O)c3c2)cc(OC)c1OC
11.2	-8.2	99.0	-2.2	24.4	4.3	3.8	-5.8	9.0	COc1ccc(/C(N)=N/OC(=O)c2cc(-c3ccccc3)nc3ccccc23)cc1
0.9	nt	100.0	1.6	18.4	-2.4	-1.6	-5.8	-10.0	COc1ccc(CCN(C(=O)c2snc(C(N)=O)c2N)C(C(=O)NCC2CCCO2)c2ccc(F)cc2)cc1OC (centres undefined)
5.3	0.8	103.0	-11.0	55.2	-6.0	0.4	-2.6	-13.2	Cc1ccccc1Nc1nc(N)nc(CSc2nnc3sc4ccccc4n23)n1
12.2	-0.3	99.0	1.8	-20.9	2.4	1.3	-3.5	-5.7	Cc1ccccc1C(=O)Nc1ccccc1C(=O)NCc1ccccc1
